NCI-60 one-dose screen, 48 h, at 10 µM unless noted. Numbers give growth in % (100 = growth as untreated, 0 = no growth, -100 = all killed).
CAKI-1: CAKI-1 renal cancer | 4.7% of 75,000 active
TK-10: TK-10 renal cancer cells; AID 1794769; 3.9% of 81,000 active
A498: A498 renal cancer cells; AID 1794774; 5.4% of 76,000 active
786-0: 786-0 renal cancer cells; 5.1% of 81,000 active
U251: U251 CNS tumor cells. 5.4% of 80,000 active
SN12C: SN12C renal cancer cells. 3.8% of 81,000 active. AID 1794767
ACHN: ACHN renal cancer | 4.9% of 81,000 active | AID 1794771
UO-31: UO-31 renal cancer; AID 1794768; 5.2% of 81,000 active
RXF 393: RXF 393 renal cancer cells | 6.9% of 77,000 active | AID 1794773
* hit, by the source's call; · = not tested or not shown; & = joins results of further samples; ! = a repeat was not active. The calls were made as follows: active = growth percent below 10; inactive = the rest.

SMILES	CAKI-1	TK-10	A498	786-0	U251	SN12C	ACHN	UO-31	RXF 393
O=C(Cn1nnc2ccccc21)N/N=C/c1ccc(F)cc1	91	110	90	105	101	92	94	80	92
CCOC(=O)C1=C(C)NC(C)=C(C(=O)OCc2ccccc2)C1c1cccc(C#N)c1 (stereo not drawn)	32	84	-4.5*	36	41	37	47	44	44
Clc1ccc(-c2c3ccc(=[N+]4CCCCC4)cc-3oc3cc(N4CCCCC4)ccc23)cc1	-75*	-95*	-97*	-96*	-80*	-79*	-94*	-84*	-91*
O=S(=O)(NC1C2c3ccccc3C(c3ccccc32)C1O)c1ccc(Cl)c(Cl)c1 (stereo not drawn)	91	101	63	105	99	100	110	72	106
CCOC1(OCC)CCN(c2nc(CO)ncc2-c2ccc(C(F)(F)F)cc2)CC1	92	116	102	97	93	98	100	77	106
COc1ccc(-n2c(-c3ccccc3)c(-c3ccccc3)c3c(SCC(=O)NN)ncnc32)cc1	82	103	102	93	88	98	84	66	89
O=C(O)c1c[nH]c2ccccc2c1=O	100	98	127	98	94	103	102	91	116
CCOC(=O)C(=CCC(C)C)C(=O)OCC	99	121	76	96	99	90	103	78	113
COc1ccc(C2=Nc3c(N)nc(N)nc3NC(c3ccc(Oc4nc(NCCO)nc(N5CCOCC5)n4)c(OC)c3)C2)cc1 (stereo not drawn)	87	122	106	91	99	106	115	96	95
Cc1cc2c(cc1C)Nc1sc(NC(=O)CN3CCN(C)CC3)nc1C(=O)N2	106	100	102	99	·	103	111	94	·
Nc1nonc1-c1nc2ccccc2[nH]1	94	110	97	99	95	101	111	89	101
CCCCC(CC)COC(=O)CC(C(=O)OCC(CC)CCCC)S(=O)(=O)O (stereo not drawn)	82	101	107	103	109	97	107	82	115
O=C(Nc1cccc(C(F)(F)F)c1)C1=NCCCCN1	96	106	100	100	100	97	103	90	102
Cc1nc2cc(NC(=O)CN3CCN(CCN4C(=O)c5cccc6cccc(c56)C4=O)CC3)ccc2s1	73	88	·	51	43	40	34	54	48
O=C(Cn1cc(COc2ncnc3c2cnn3-c2ccccc2)nn1)Nc1ccccn1	87	115	79	104	96	95	91	63	112
CCn1cc(C(=O)O)c(=O)c2cc(F)c(N3CCN(C=O)C(C)C3)c(F)c21 (stereo not drawn)	95	100	101	98	106	106	104	87	108
COc1c2c(c(CN3CCOCC3)c3occc13)O/C(=C/c1ccccc1)C2=O	·	114	97	103	89	102	·	77	87
NC(N)=Nc1ccc(Oc2ccnc(Nc3ccc(Cl)c(C(F)(F)F)c3)n2)cc1	86	98	74	75	18	62	100	90	·
COc1ccc(CC(=O)O)cc1OC	93&108	104&102	115&42	101&95	113&95	105&110	101&108	79&90	118&111
Cc1cccc(-c2cn3ccnc3c(-c3ccc4ncn(Cc5ccccc5)c4c3)n2)c1	75	110	78	79	81	95	88	58	98
Cc1cc(C)c(Cn2c(=O)[nH][nH]c2=O)cc1Cn1c(=O)[nH][nH]c1=O	97	105	90	105	96	97	97	80	101
COc1cc2cc(Sc3ccc(NC(=O)c4ccc(Cl)c(Cl)c4)cc3)c(C)nc2cc1OC	68	·	83	88	91	80	76	49	69
C=CCN(C(=O)OCC)c1ccccc1	91	113	122	99	94	98	99	66	124
CCc1nnc(CNc2ccc(Cl)cc2)o1	90	114	106	97	98	96	87	74	113
CC(C)Cc1ccc(C(=O)CCC(=O)NNc2ccc(S(N)(=O)=O)cc2)cc1	69	91	102	85	92	79	79	80	86

3 of these compounds, reformatted.
O=C(Nc1cccc(C(F)(F)F)c1)C1=NCCCCN1
- CAKI-1: 96
- TK-10: 106
- A498: 100
- 786-0: 100
- U251: 100
- SN12C: 97
- ACHN: 103
- UO-31: 90
- RXF 393: 102
CCOC(=O)C(=CCC(C)C)C(=O)OCC
- CAKI-1: 99
- TK-10: 121
- A498: 76
- 786-0: 96
- U251: 99
- SN12C: 90
- ACHN: 103
- UO-31: 78
- RXF 393: 113
O=S(=O)(NC1C2c3ccccc3C(c3ccccc32)C1O)c1ccc(Cl)c(Cl)c1 (stereo not drawn)
- CAKI-1: 91
- TK-10: 101
- A498: 63
- 786-0: 105
- U251: 99
- SN12C: 100
- ACHN: 110
- UO-31: 72
- RXF 393: 106

Following part.
SMILES	CAKI-1	TK-10	A498	786-0	U251	SN12C	ACHN	UO-31	RXF 393
CCOC(=O)C1C(=O)Nc2nc3ccccc3n2C1c1ccco1 (stereo not drawn)	92	99	111	103	97	101	90	94	101
C1CCc2[nH]nc(-c3n[nH]c4c3CCCCC4)c2CC1	100	109	108	108	103	103	106	91	103
O=[N+]([O-])c1ccc2c(c1)/C(=N\O)c1cc(F)ccc1-2	90	90	69	90	99	99	103	72	109
N#Cc1ccc(OCc2cn(CC(=O)Nc3nc4ccccc4s3)nn2)cc1	93	97	108	106	99	98	99	73	116
COc1ccc(C(=O)c2cc(C)c(OC)c(C)c2)c(OC)c1N(C(=O)C(Cl)Cl)C(=O)C(Cl)Cl	43	44	·	14	19	36	22	38	41
COc1cc(OC)c(OC)cc1/C=C/C(=O)CC(=O)/C=C/c1cc(OC)c(OC)cc1OC	109	123	128	97	88	101	105	83	91
O=S(=O)(NCCCNc1cc(-c2cn(-c3ccccc3)nc2-c2cccc(O)c2)ccn1)c1cccc(F)c1	41	59	47	13	40	66	44	36	40
CCCCCCCCCCCCCCCCN=Cc1ccc(Cl)c(Cl)c1	·	112	105	89	96	101	102	74	107
CC(O)C1CCCCC1 (stereo not drawn)	94	94	86	106	97	101	98	77	98
Cc1cc2c(cc1Cl)C(=O)/C(=C/c1ccc(C(C)C)cc1)O2	92	104	·	94	106	100	107	93	114
O=C(SCc1c(O)c2ccccc2oc1=O)c1ccccc1	104	105	102	106	98	91	100	67	109
O=S(=O)(Nc1ccc(NS(=O)(=O)c2ccccc2)cc1)c1ccccc1	110	98	99	121	94	95	92	81	120
COC(=O)c1sc(-c2ccc(C)cc2)cc1O	94	99	98	97	97	101	112	94	109
C=C(C)[C@@H]1CC[C@]2(C(=O)OC)CC[C@]3(C)[C@H](CC[C@@H]4[C@@]5(C)C/C(=C/c6ccc(Cl)cc6)C(=O)C(C)(C)[C@@H]5CC[C@]43C)[C@@H]12	86	93	93	98	·	97	99	86	99
O=C1C=C(O)C2=C(CCCC2)C1=O	83	114	100	99	100	102	74	55	107
CCOC(=O)c1ccc(NC2=C(Cl)C(=O)C(C)=C(C)C2=O)cc1	99	97	77	96	109	91	106	95	101
Cc1cn(C2CC(O)C(COP(=O)(O)O)O2)c(=O)[nH]c1=O (stereo not drawn)	91	92	93	113	102	98	104	69	135
CC(C)N(CCOC(=O)Nc1cccc(Cl)c1)C(C)C	·	88	113	87	94	105	·	93	124
CCCCOc1ccc(CCO)cc1	101	·	86	99	101	99	101	97	85
CC(C)C(=O)N1CCCCCCN1C(=O)C(C)C	106	95	94	99	102	101	102	87	103
CCCCCCCCOC(=O)c1c(C)[nH]c(/C=C2\N=C(c3ccc[nH]3)C=C2OC)c1C	-13*	9.7*	-8.0*	-40*	-8.4*	12	-19*	-52*	-20*
CCOCCC(CC)C(=O)O (stereo not drawn)	100	110	171	93	95	104	92	90	108
COc1ccc(Oc2nccc(-c3cn(CC(N)=O)nc3-c3cc(C)cc(OC)c3)n2)cc1	95	104	98	108	96	93	100	80	99
NS(=O)(=O)c1ccc(NC(=O)CSc2ccc(-c3ccc(Cl)cc3)nn2)c(Br)c1	67	95	0.2*	19	-26*	39	25	91	·
COc1cccc(C(=O)CSc2nc3sc4c(c3c(=O)n2-c2ccccc2)CCC(C)C4)c1 (stereo not drawn)	62	109	138	45	58	90	57	102	36
SMILES	CAKI-1	TK-10	A498	786-0	U251	SN12C	ACHN	UO-31	RXF 393
O=C(NC1CCCCC1)c1ccc(Nc2ncnc3c2cnn3-c2ccccc2)cc1	62	51	50	72	40	19	54	58	62
CC1=CCC2C(=O)NC(=O)C2C1 (stereo not drawn)	98	104	94	98	99	98	104	85	95
NS(=O)(=O)c1ccc(CCN=Cc2c[nH]c3ccccc23)cc1	99	91	94	97	99	103	104	92	107
Nc1cccc(Nc2cc(S(=O)(=O)O)c(N)c3c2C(=O)c2ccccc2C3=O)c1	93	107	102	111	96	99	96	110	119
C=C(C)[C@@H]1CC[C@]2(CN)CC[C@]3(C)[C@H](CC[C@@H]4[C@@]5(C)CCC(N)[C@@](C)(CO)[C@@H]5CC[C@]43C)[C@@H]12 (stereo partly drawn)	-16*	-86*	81	-93*	-94*	-69*	-78*	66	58
CCOC(=O)c1ccc(NC(=O)CN2C(=O)/C(=C3\SC(=S)N(CCC(=O)O)C3=O)c3ccccc32)cc1	106	106	94	99	100	95	101	83	105
Cc1cc(C(=O)NNCc2ccccc2)no1	·	94	110	106	96	81	99	97	108
COc1cc(-c2nn(C(C)(C)C)cc2-c2ccnc(NCCCNS(=O)(=O)c3ccc(C(F)(F)F)cc3)n2)ccc1Cl	22	61	69	73	82	55	79	31	13
O=C1/C(=C/c2ccc([N+](=O)[O-])cc2)CN(C(=O)CCN2CCC(=NO)CC2)C/C1=C\c1ccc([N+](=O)[O-])cc1	-46*	8.8*	-3.1*	-37*	-57*	-18*	-59*	-95*	-77*
COc1cc2oc(-c3cccc(NC(=O)c4ccc5c(c4)OCO5)c3)cc(=O)c2c(O)c1OC	66	85	92	70	73	91	70	84	67
CC1(N=Cc2cc(Cl)ccc2O)COP(=O)(NC2CCCC2)OC1 (stereo not drawn)	89	108	117	110	90	103	97	83	104
Nc1cccc2c1C(=O)c1c(N)cccc1C2=O	70	87	68	102	86	95	89	72	87
Cc1ccc(-c2cc(-c3ccncc3)[nH]c(=O)c2C#N)cc1	87	121	79	101	104	95	96	79	105
CCCCC1COc2cccc3c(SCC(=O)N4CCCc5ccccc54)cc[n+]1c23 (stereo not drawn)	94	108	110	108	108	114	101	87	·
Cc1nn(-c2ccccc2)c(Cl)c1/C=C(/NC(=O)c1ccccc1)c1nc2ccccc2[nH]1	84	106	88	90	92	91	92	80	119
O=S1(=O)CCN(C2CCCC2)CC1	99	97	79	104	98	99	102	95	107
CC1(Cc2ccccc2)CC2=C(C(=O)O1)C(c1ccccc1)NC(=O)N2 (stereo not drawn)	95	108	117	100	104	104	101	80	108
CN(CC1CO1)c1ccccc1 (stereo not drawn)	64	112	120	105	108	109	103	90	106
O=S(=O)(SC(S(=O)(=O)c1ccccc1)S(=O)(=O)c1ccccc1)c1ccccc1	110	104	112	117	91	91	94	73	96
Cc1ccc2c(c1)nc(C)n2-c1ncnc2c1CC(C)c1cc(O)ccc1N2C (stereo not drawn)	42	56	6.6*	33	20	52	49	48	11
Cc1ccccc1C(=O)Oc1cc(Cl)c(Cl)cc1Cl	95	96	106	·	100	104	111	96	113
Cc1ccc(-n2cc(-c3ccccc3)c3c2N=C(SCC(=O)c2ccccc2)N2CCN=C32)cc1	53	166	·	98	89	95	100	69	104
COC(=O)[C@]12CC[C@@H](C)[C@H](C)[C@@H]1C1=CC[C@@H]3[C@@]4(C)C[C@@H](OC(=O)c5ccco5)[C@H](O)[C@@](C)(CO)[C@@H]4[C@H](O)C[C@@]3(C)[C@]1(C)CC2	-98*	-88*	-94*	-78*	-85*	-77*	-95*	-90*	-79*
COC(=O)/C(=N\Nc1nnc(C)n1N)C(C#N)c1ccc(Cl)cc1 (stereo not drawn)	100	109	89	108	92	103	112	96	98
Cc1cc(C(=O)Nc2sc3c(c2C(N)=O)CCC(=O)C3)ccn1	90	119	84	117	100	88	92	73	114
SMILES	CAKI-1	TK-10	A498	786-0	U251	SN12C	ACHN	UO-31	RXF 393
COc1ccc2[nH]cc(-c3cc4nc(-c5cn(C)c6ncc(Br)cc56)cc(N)n4n3)c2c1	-86*	-43*	-51*	-95*	-76*	-83*	-98*	-69*	-77*
COc1ccc(S(=O)(=O)n2ccc(-c3ccc(OC(C)C)cc3)n2)cc1	66	·	48	81	95	91	96	76	100
COc1cc(-c2nc(C(=O)NCCCCC(=O)O)nn2-c2ccc(Cl)cc2)cc(OC)c1OC	99	95	108	107	96	92	104	76	98
CCOC(=O)NCCCC(=O)NCCc1ccccc1	100	104	106	105	100	106	111	90	101
CC/C=C(\CC)C(=O)O	114	101	105	105	·	99	102	96	·
CC(CC(c1ccccc1)c1ccccc1)[N+](C)(C)C (stereo not drawn)	94	100	97	93	93	96	100	98	107
O=C(/C=C/c1ccc2c(c1)OCO2)OC/C=C/c1ccc2c(c1)OCO2	100	109	40	109	110	97	107	83	101
O=C(Nc1cccc(-c2nc(-c3ccc(NC(=O)c4cccs4)cc3Cl)no2)c1)Nc1ccc(NC(=O)C2CC2)c(C(F)(F)F)c1	-68*	-28*	-89*	-31*	-50*	-52*	0.2*	-24*	-84*
O=C(/C=C/c1ccccn1)c1ccccc1O	40&35	55&84	110	91&91	68&38	88&64	74&65	-17*!	56&32
CN(C)CCOc1ccc(C(=O)C(=O)N2CCCCC2)cc1	·	108	95	108	100	108	111	102	115
COc1ccc(NC(=O)[C@@H]2C[C@H]2c2ccccc2)c(C(N)=O)c1	103	96	98	106	97	96	102	88	·

Some of these compounds in order of SMILES length, falling.
SMILES	CAKI-1	TK-10	A498	786-0	U251	SN12C	ACHN	UO-31	RXF 393
O=C(Nc1cccc(-c2nc(-c3ccc(NC(=O)c4cccs4)cc3Cl)no2)c1)Nc1ccc(NC(=O)C2CC2)c(C(F)(F)F)c1	-68*	-28*	-89*	-31*	-50*	-52*	0.2*	-24*	-84*
CC(CC(c1ccccc1)c1ccccc1)[N+](C)(C)C (stereo not drawn)	94	100	97	93	93	96	100	98	107
CCOC(=O)NCCCC(=O)NCCc1ccccc1	100	104	106	105	100	106	111	90	101
O=C(/C=C/c1ccccn1)c1ccccc1O	40&35	55&84	110	91&91	68&38	88&64	74&65	-17*!	56&32
CC/C=C(\CC)C(=O)O	114	101	105	105	·	99	102	96	·

Screens: PubChem BioAssay, NCI
